# Rin1 Abl inh: human Rin1-Abl interaction inhibition; P00519+Q13671; TR-FRET Rin1/Abl binding, biochemical; inhibition, % at 7.35 µM; 360,000 compounds, 0.4% hits; in the data active = inhibition above about 5%, passing the limit was not always enough
# NadD inh: inhibitors of Staphylococcus aureus NadD; purified NadD enzyme, colorimetric absorbance read-out; inhibition, % at 20 µM; 360,000 compounds, 0.78% hits; in the data active = inhibition above about 26%; note: some compounds past the cut are filed as inactive
# Neddylation inh: blocks human cullin neddylation; 360,000 compounds, 0.58% hits; calls only at 25 µM; TR-FRET cullin neddylation, biochemical; in the data active = inhibition above about 36%
# Rpn11 inh: Rpn11 (human) deubiquitinase inhibition; human 26S proteasome, Ub4-pepOG fluorescence polarization; 20S core pre-blocked with epoxomicin; calls only at 20 µM; 360,000 compounds, 0.59% hits; AID 588493;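 active = inhibition at 20 µM, scaled to each plate's controls, above about 33%, limit read from the data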
# DNMT1 block: DNMT1 (human) enzyme inhibition | DNMT1 molecular beacon, Hinp1I cleavage, fluorescence | inhibition (reported as % activation of signal), % at 10 µM | 360,000 compounds, 0.83% hits | AID 588458; in the data active = inhibition above about 50%
# Scp1 inh: Scp-1 (human) phosphatase inhibition. Q9GZU7. Recombinant Scp1, phosphopeptide, malachite green phosphate absorbance. inhibition, % at 20 µM. 340,000 compounds, 0.88% hits. AID 493091;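 active = inhibition above about 50% at 20 µM, limit read from the data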;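 note: plate controls were DMSO wells with enzyme for no effect and wells lacking enzyme for full effect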
#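 Material: truncated SCP-1 phosphatase (76-261aa) / Buffer or medium: 50 mM Tris acetate pH 5.5, 0.005% Tween-20, 10 mM MgCl2 / Compound dosing: one concentration, 20 µM, with 1.0% DMSO / Incubation: 45 min room-temperature reaction, 5 min colour, 30 min stabiliser / Detection: colorimetric free-phosphate detection, absorbance 630 nm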
# LMPTP block: blocks human LMPTP phosphatase | inhibition, % at 20 µM | P24666 | recombinant LMPTP-A, OMFP fluorogenic substrate, fluorescence intensity | 360,000 compounds, 0.22% hits;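 active = compounds that cut the enzyme signal by at least half of the control window in the single-dose screen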;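 note: plate controls were DMSO wells with enzyme plus substrate for no effect and substrate without enzyme for full effect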
#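 Assay system: LMPTP-A, protein tyrosine phosphatase of low molecular weight / Medium: pH 6.0 Bis-Tris buffer with DTT and Triton X-100 / Schedule: 50 min enzyme reaction at room temperature, protected from light / Measured by: endpoint fluorescence intensity from OMFP dephosphorylation / Read-out basis: % inhibition relative to no-enzyme and uninhibited control wells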
# STEP block: STEP (human) phosphatase inhibition; P54829; recombinant STEP, OMFP fluorogenic substrate, fluorescence; inhibition, % at 20 µM; 360,000 compounds, 0.25% hits;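 active = inhibition at 20 µM, scaled per plate between control wells, above about 37%, limit read from the data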;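 note: 0% = DMSO with enzyme and substrate and 100% = substrate only without enzyme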
# Target sequence (P54829 whole entry, looked up): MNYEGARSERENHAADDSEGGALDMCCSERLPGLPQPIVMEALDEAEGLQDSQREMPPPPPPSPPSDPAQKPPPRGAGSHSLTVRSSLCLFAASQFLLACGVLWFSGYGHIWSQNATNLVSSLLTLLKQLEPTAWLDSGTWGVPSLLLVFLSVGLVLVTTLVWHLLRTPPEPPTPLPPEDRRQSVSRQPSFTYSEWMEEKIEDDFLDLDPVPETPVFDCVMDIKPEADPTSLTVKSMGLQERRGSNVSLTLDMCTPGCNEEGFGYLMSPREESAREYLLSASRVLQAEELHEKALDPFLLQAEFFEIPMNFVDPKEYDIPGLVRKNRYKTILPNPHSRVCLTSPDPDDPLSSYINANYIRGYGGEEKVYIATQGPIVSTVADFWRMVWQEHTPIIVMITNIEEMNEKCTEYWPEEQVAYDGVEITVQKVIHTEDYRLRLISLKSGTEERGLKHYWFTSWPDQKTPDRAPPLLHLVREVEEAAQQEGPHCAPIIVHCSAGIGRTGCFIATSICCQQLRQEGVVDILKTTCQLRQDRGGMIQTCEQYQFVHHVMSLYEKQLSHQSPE
#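 medium = Bis-Tris buffer pH 6.0, 2.5 mM DTT, 0.005% Tween 20 | test system = STEP (striatal-enriched tyrosine phosphatase) enzyme, cell-free | measure = normalized % inhibition | compound dosing = 20 µM, 1% DMSO | also added = 25 µM OMFP | schedule = reaction 20 min, ambient temperature | measured by = fluorescence read at 480 nm ex / 540 nm em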
# CSN inh: blocks human CSN-mediated cullin deneddylation; Q92905; Purified CSN, SCF-Nedd8-OG deneddylation, fluorescence polarization; inhibition, % at 12.5 µM; 360,000 compounds, 0.38% hits; AID 651999;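 active = pattern-corrected inhibition above about 35%, with an unprinted fluorescence ratio check between 0.5 and 1.5, limit read from the data, passing the limit was not always enough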;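 note: 0% = enzyme with substrate and 100% = substrate without enzyme; some results filed as inactive read as strong as hits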
# Target sequence (Q92905 whole entry, looked up, one chain of several): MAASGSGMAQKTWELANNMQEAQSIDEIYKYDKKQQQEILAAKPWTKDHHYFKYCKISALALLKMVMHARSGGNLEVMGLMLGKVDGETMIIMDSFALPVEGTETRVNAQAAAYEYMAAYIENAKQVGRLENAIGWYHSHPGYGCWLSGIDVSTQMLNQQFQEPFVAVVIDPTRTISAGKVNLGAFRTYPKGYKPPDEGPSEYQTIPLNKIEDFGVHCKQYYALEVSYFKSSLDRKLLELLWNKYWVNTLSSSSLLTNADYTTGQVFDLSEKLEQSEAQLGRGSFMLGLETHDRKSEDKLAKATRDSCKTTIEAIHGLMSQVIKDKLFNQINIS
#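 Test system: purified human Csn5 enzyme expressed in HEK293T cells. Amount: 0.24 nM enzyme. Reagent: SCFSkp2-Nedd8OG substrate at 10 nM final. Schedule: 90 min incubation of compound, enzyme and substrate at room temperature. Detection: fluorescence polarization. Read-out: % inhibition of substrate cleavage by Csn5.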
# SUMO1-SIM PPI: modulators of human SUMO1-mediated protein-protein interactions | SUMO1 binding to a labelled peptide, TR-FRET, 1 h | inhibition, % at 20 µM | 360,000 compounds, 0.33% hits | AID 602429; in the data active = inhibition above about 37%
# Target sequence (P63165 whole entry, looked up): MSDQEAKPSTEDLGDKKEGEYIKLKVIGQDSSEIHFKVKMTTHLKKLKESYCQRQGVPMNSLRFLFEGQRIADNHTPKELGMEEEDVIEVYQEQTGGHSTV
# * marks the source's active call; other numbers are inactive results; i = inactive; nt = not tested or not shown.
SMILES,Rin1 Abl inh,NadD inh,Neddylation inh,Rpn11 inh,DNMT1 block,Scp1 inh,LMPTP block,STEP block,CSN inh,SUMO1-SIM PPI
CSc1cccc(CN2CCCC(CO)(Cc3cccc(Cl)c3)C2)c1 (stereo not drawn),0,4,i,i,1,-3,-1.1,-3,2,-1
CC(Sc1nc2c(c(=O)[nH]1)CCCC2)C(=O)Nc1ccccc1C#N (stereo not drawn),3,-1,i,i,2,-3,-2.1,3,0,6
Cn1c(OCc2cccnc2)nc2c1c(=O)n(Cc1ccccc1)c(=O)n2C,0,-2,i,i,-1,-4,-0.5,-4,1,6
Cc1ccccc1S(=O)(=O)c1c(C)cc(C)n(C(C)C)c1=O,-1,-3,i,i,3,-3,0.0,2,-1,-3
CC(C)c1ccc(CCNC(=O)CSC(=S)N2CCCC2)cc1,3,-4,i,i,3,-4,0.4,23,-4,0
COc1ccc(-n2nc(C(=O)NCC(=O)N3CC(C)CC(C)C3)c3ccccc3c2=O)cc1OC (stereo not drawn),-2,2,i,i,1,-4,2.0,2,3,-8
COc1ccc(NC(C)=[N+](C)CCNS(=O)(=O)c2ccc(Cl)cc2)cc1Cl,1,-3,i,i,0,1,-1.1,-2,4,4
NC(=O)CSc1nc2c(sc3ccccc32)c(=O)n1CCCC(=O)NCC1CCCO1 (stereo not drawn),-6,-2,i,i,1,-2,-2.2,0,-1,-1
Cn1cc(C2CC(c3ccccc3)=NN2C(=O)c2ccccc2)c2ccccc21 (stereo not drawn),-1,3,i,i,-8,-7,4.7,2,1,0
COc1ccc(NC(=O)C2CCC(=O)N2C(=O)OCc2ccccc2)cc1 (stereo not drawn),0,-1,i,i,1,-5,-1.0,-2,3,-1
COc1cc(O)c(C(CCN2CCOCC2)c2ccc3c(c2)OCO3)c(OC)c1 (stereo not drawn),0,-2,i,i,4,-4,-0.4,3,-4,-3
Cc1cc(C)cc(C(=O)N/N=C/c2ccoc2)c1,-2,6,i,i,14,27,0.8,8,8,-4

# Filtered by structure: the entries above containing a carbonyl joined to an NH by a bond outside any ring.
SMILES,Rin1 Abl inh,NadD inh,Neddylation inh,Rpn11 inh,DNMT1 block,Scp1 inh,LMPTP block,STEP block,CSN inh,SUMO1-SIM PPI
CC(Sc1nc2c(c(=O)[nH]1)CCCC2)C(=O)Nc1ccccc1C#N (stereo not drawn),3,-1,i,i,2,-3,-2.1,3,0,6
CC(C)c1ccc(CCNC(=O)CSC(=S)N2CCCC2)cc1,3,-4,i,i,3,-4,0.4,23,-4,0
COc1ccc(-n2nc(C(=O)NCC(=O)N3CC(C)CC(C)C3)c3ccccc3c2=O)cc1OC (stereo not drawn),-2,2,i,i,1,-4,2.0,2,3,-8
NC(=O)CSc1nc2c(sc3ccccc32)c(=O)n1CCCC(=O)NCC1CCCO1 (stereo not drawn),-6,-2,i,i,1,-2,-2.2,0,-1,-1
COc1ccc(NC(=O)C2CCC(=O)N2C(=O)OCc2ccccc2)cc1 (stereo not drawn),0,-1,i,i,1,-5,-1.0,-2,3,-1
Cc1cc(C)cc(C(=O)N/N=C/c2ccoc2)c1,-2,6,i,i,14,27,0.8,8,8,-4

# (list continues)
SMILES,Rin1 Abl inh,NadD inh,Neddylation inh,Rpn11 inh,DNMT1 block,Scp1 inh,LMPTP block,STEP block,CSN inh,SUMO1-SIM PPI
Nc1ccccc1Sc1ccc(C(=O)c2ccccc2C(=O)O)cc1[N+](=O)[O-],0,9,i,i,-3,26,0.9,0,2,-22
CCOC(=O)c1ccc(NCc2nc3ccccc3[nH]2)cc1,0,-1,i,i,-5,-14,-0.6,2,2,1
Cn1c(CNC(=O)Nc2ccccc2Cl)nnc1SCc1ccccc1,-5,-4,i,i,0,0,1.1,0,2,-3
CCC1=Nc2cc(C(=O)NCC3CCCO3)ccc2Sc2ccc(Br)cc21 (stereo not drawn),-2,-1,i,i,-4,-5,2.3,3,2,-9
COc1cccc(C=Nc2ccc3c(c2)CCC3)c1O,1,-5,i,i,-1,-5,-0.3,0,9,-2
CCCCN1CCCCC1C(=O)Nc1c(C)cccc1C (stereo not drawn),-4,5,i,i,2,-6,-1.0,-2,17,2
O=C(Nc1nc2ccccc2n1CCN1CCOCC1)c1ccccc1,0,-8,i,i,-2,-5,0.3,1,-3,3
Cc1c(OCC(=O)NC(Cc2ccc(Cl)cc2)C(=O)O)ccc2c3c(c(=O)oc12)CCC3 (stereo not drawn),-2,6,i,i,-4,1,-1.0,0,4,17
O=C1C2C3C=CC(CC3)C2C(=O)N1c1cccc(C(F)(F)F)c1 (stereo not drawn),-1,-2,i,i,3,4,-0.7,-2,1,0
COc1ccc(C2=NOC(C(=O)Nc3cc(Br)ccc3O)C2)cc1OC (stereo not drawn),1,5,i,i,-2,-8,0.9,-2,6,5
O=C(Nc1nc(-c2ccc(F)cc2)cs1)C1CCCO1 (stereo not drawn),2,-8,i,i,1,6,-1.8,0,-2,-4
Cn1ccsc1=NC(=O)c1ccccc1OC(F)F,-3,0,i,i,-3,-8,-0.7,-1,0,7
O=C(Nc1ccon1)c1csc2ccccc12,-6,-1,i,i,0,-9,-0.9,-3,1,-1
Cn1c(SCC(=O)NCc2ccccc2)nc2ccccc21,-9,-1,i,i,0,0,-1.8,0,-1,2
Cc1ccc(S(=O)(=O)N2CCC(N3CCCCCC3)CC2)cc1,4,4,i,i,-2,0,-1.3,2,-4,-3
CN1CCN(C(=O)c2ccc(CS(=O)(=O)c3c(Cl)cccc3Cl)o2)CC1,0,-4,i,i,0,-3,-3.1,-1,-5,8
O=C(CSc1n[nH]c(-c2cccs2)n1)N1CCCc2ccccc21,0,1,i,i,-5,-8,1.4,-1,1,4
CCN(CC(=O)Nc1cc(Cl)ccc1C)c1ncnc2sc(C)c(C)c12,1,-7,i,i,-4,-3,-0.2,-1,-1,1
CCCCNC(=O)C1CCN(S(=O)(=O)c2cnc[nH]2)CC1,-4,-1,i,i,5,-5,0.5,0,4,3
CN(C)c1ccc(C(=O)C(=O)N2CCN(c3ccccc3)CC2)cc1,nt,nt,i,nt,nt,nt,0.1,nt,2,-12
COC(=O)CSc1nccc(C)n1,0,0,i,i,1,1,0.3,-3,2,-2
CN(Cc1ccco1)C(=O)CSc1nn2c(=O)c(C(C)(C)C)nnc2s1,0,-1,i,i,19,37,-0.5,6,0,-2
CCOc1ccc(NC(=O)CN2C(=O)NC(C)(c3ccc(OC(F)F)cc3)C2=O)cc1 (stereo not drawn),1,-1,i,i,-2,-12,-2.5,-2,5,1
COc1ccc(/C(O)=C2/C(=O)C(=O)N(CCCN3CCOCC3)C2c2ccc(C)cc2)cc1 (stereo not drawn),-1,12,i,i,-3,-4,0.0,2,0,1
O=C(Cn1cnc2scc(-c3ccc(Br)cc3)c2c1=O)N1CCOCC1,-1,-2,i,i,-2,-4,-0.8,-3,0,-2
Cc1oc2cc(O)ccc2c(=O)c1Oc1ccc(F)cc1,1,-9,nt,i,2,-4,-0.1,-1,3,7
CCCCC(=O)N(C)c1c(CC)nc2c(OCc3ccc(S(C)(=O)=O)cc3)cccn12,-1,5,i,i,-7,nt,-1.8,0,-8,8
NS(=O)(=O)c1ccc2nc(-c3ccccc3)c(-c3ccccc3)nc2c1,1,2,i,i,-1,-12,0.2,-1,1,-25
C=CCn1c(SCc2ccc(F)cc2)nnc1-c1sc2nc(C)cc(C)c2c1N,-1,0,nt,i,-1,-4,3.2,1,5,-3
O=S(=O)(c1cccs1)N1CCN(C/C=C/c2ccccc2)CC1,0,3,i,i,-2,8,-0.9,4,-5,9
CCOC(=O)C1=CCN(S(=O)(=O)c2ccccc2Br)C1c1ccc(Cl)c(Cl)c1 (stereo not drawn),3,-3,i,i,-12,nt,3.1,0,1,6
O=C(/C=C/c1cccc(Br)c1)OCC(=O)N1CCN(c2ccccc2)CC1,2,-8,i,i,-3,-3,1.5,2,0,-12
CC(C(=O)Nc1ccc(C(N)=O)cc1)N1C(=O)c2ccccc2S1(=O)=O (stereo not drawn),-1,-7,i,i,12,-1,-0.4,-4,2,2
CC[C@H](CO)Oc1cc(NCc2ccc(Cl)c(Cl)c2)c2ncn(C(C)C)c2c1,-1,1,i,i,-17,-8,2.3,-2,-1,12
Cc1nn(C(C)C(=O)NNC(=S)Nc2ccc(Cl)cc2)c(C)c1[N+](=O)[O-] (stereo not drawn),-1,5,i,i,-2,-9,0.2,-3,-3,3
CC1Cc2ccccc2N1C(=O)CSc1nnc(CSc2ncccn2)n1C (stereo not drawn),2,-6,i,i,-3,-3,-1.5,-1,-8,4

# A stretch of the results above, for reference:
SMILES,Rin1 Abl inh,NadD inh,Neddylation inh,Rpn11 inh,DNMT1 block,Scp1 inh,LMPTP block,STEP block,CSN inh,SUMO1-SIM PPI
CC(C(=O)Nc1ccc(C(N)=O)cc1)N1C(=O)c2ccccc2S1(=O)=O (stereo not drawn),-1,-7,i,i,12,-1,-0.4,-4,2,2
CC[C@H](CO)Oc1cc(NCc2ccc(Cl)c(Cl)c2)c2ncn(C(C)C)c2c1,-1,1,i,i,-17,-8,2.3,-2,-1,12
Cc1nn(C(C)C(=O)NNC(=S)Nc2ccc(Cl)cc2)c(C)c1[N+](=O)[O-] (stereo not drawn),-1,5,i,i,-2,-9,0.2,-3,-3,3
CC1Cc2ccccc2N1C(=O)CSc1nnc(CSc2ncccn2)n1C (stereo not drawn),2,-6,i,i,-3,-3,-1.5,-1,-8,4

# (listing goes on)
SMILES,Rin1 Abl inh,NadD inh,Neddylation inh,Rpn11 inh,DNMT1 block,Scp1 inh,LMPTP block,STEP block,CSN inh,SUMO1-SIM PPI
CCOC(=O)c1csc(NC(=O)CSc2nnc(C3CC3)n2C)n1,5,-2,i,i,2,2,-1.4,5,5,3
Cc1ccc(CSc2nc(-c3ccccc3)c(C#N)c(=O)[nH]2)cc1,-4,7,i,i,-1,-7,-0.6,-1,0,12
CC1=CN2C(c3cccc([N+](=O)[O-])c3)=NON(c3ccc(C)cn3)C2C=C1 (stereo not drawn),2,6,i,i,22,nt,2.5,1,2,-9
Cn1cc(CN2CCCCC2CO)c(-c2ccc(Oc3ccccc3)cc2)n1 (stereo not drawn),5,-6,i,i,-3,-6,-2.2,-3,2,1
CCOC(=O)c1cccc(NC(=O)Cn2c(CC(=O)NC)nc3ccccc32)c1,2,-2,i,i,0,-2,0.8,0,-1,-3
NC(=O)C1CCN(c2ccc(S(=O)(=O)N3CCC(Cc4ccccc4)CC3)cn2)CC1,0,0,i,i,-1,1,-1.8,4,-2,9
O=C(CNC(=O)Cc1ccccc1)NCC(=O)N1CCCCC1,5,4,i,i,0,-8,-1.6,0,1,2

# No enrichment for hits, and some 3.8% of all compounds hit somewhere here.
